CCHF vOTU inh – blocks the CCHF virus ovarian tumor domain protease | AID 651958 | 370,000 compounds, 0.55% hits | CCHFV vOTU protease, Pep-AMC fluorescence | inhibition, % at 11.5 µM; in the data active means inhibition above about 30%; further: 0% = vehicle wells with enzyme and 100% = no enzyme wells
BoNT A protease – inhibitors of Botulinum neurotoxin A light chain protease. multiplex microsphere protease substrate cleavage, flow cytometry. inhibition, % at 10 µM. 360,000 compounds, 0.17% hits. AID 588499; further: plate controls were buffer without enzyme for full effect and enzyme alone for no effect
PfHsp40 yeast – compounds rescuing yeast from Plasmodium falciparum HSP40 toxicity | S. cerevisiae expressing PfHsp40, growth rescue, ATP luminescence | growth rescue, % at 12.5 µM | 340,000 compounds, 0.68% hits | AID 504582; in the data active means growth rescue above about 28%, passing the limit was not always enough; inconclusive means no clear call, values can overlap the other calls;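 further: yeast W303a lacking pdr1 and pdr3 grown in galactose medium; growth measured after three days at 30 °C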
TcdB GH inh – blocks C. difficile toxin B glycohydrolase activity; P18177; TcdB glycohydrolase enzymatic assay, plate reader; inhibition, % at 9.99 µM; 350,000 compounds, 0.24% hits; in the data active means inhibition above about 10%
Yp Topo-I inh – inhibitors of Yersinia pestis topoisomerase I. 360,000 compounds, 0.064% hits. Y. pestis Topo-I cleavage product accumulation, plate reader. activity, % at 10 µM; in the data active means activity above about 50%, passing the limit was not always enough; inconclusive means no clear call, values can overlap the other calls; further: inactives centre near 2
Anthrax LF prot – anthrax lethal factor protease inhibition. P15917. multiplex microsphere protease cleavage assay, LF. inhibition, % at 10 µM. 360,000 compounds, 0.12% hits. AID 588501; further: plate controls were buffer without enzyme for full effect and enzyme alone for no effect
Target sequence (P15917 whole entry, looked up): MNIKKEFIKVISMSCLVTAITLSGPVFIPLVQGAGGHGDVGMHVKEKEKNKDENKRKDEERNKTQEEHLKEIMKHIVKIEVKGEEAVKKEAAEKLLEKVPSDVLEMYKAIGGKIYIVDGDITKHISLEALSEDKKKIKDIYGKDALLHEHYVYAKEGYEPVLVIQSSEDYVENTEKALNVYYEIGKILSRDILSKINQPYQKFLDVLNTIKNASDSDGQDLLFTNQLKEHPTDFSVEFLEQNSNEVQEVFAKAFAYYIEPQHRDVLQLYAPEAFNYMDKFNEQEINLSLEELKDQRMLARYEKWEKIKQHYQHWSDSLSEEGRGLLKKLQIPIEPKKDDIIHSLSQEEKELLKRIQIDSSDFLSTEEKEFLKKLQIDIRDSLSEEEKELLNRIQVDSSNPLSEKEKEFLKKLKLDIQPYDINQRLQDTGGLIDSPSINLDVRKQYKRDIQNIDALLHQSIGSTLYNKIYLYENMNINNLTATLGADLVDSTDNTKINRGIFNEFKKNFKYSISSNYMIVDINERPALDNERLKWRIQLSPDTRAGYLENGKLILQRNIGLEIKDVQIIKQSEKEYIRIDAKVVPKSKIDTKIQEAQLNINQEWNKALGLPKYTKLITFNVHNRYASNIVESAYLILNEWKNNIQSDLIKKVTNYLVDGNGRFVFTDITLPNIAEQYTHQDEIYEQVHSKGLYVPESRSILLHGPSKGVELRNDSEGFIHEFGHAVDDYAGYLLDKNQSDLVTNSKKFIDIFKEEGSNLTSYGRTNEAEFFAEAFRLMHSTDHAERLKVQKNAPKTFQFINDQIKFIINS
PrPC TRFRET – inhibitors of human cell surface prion protein PrPC. P04156. TR-FRET read-out. inhibition, % at 13.8 µM. 370,000 compounds, 0.43% hits; in the data active means inhibition above about 24%; further: 0% = median of the test wells and 100% = reference compound wells
BoNT-F LC inh – BoNT F light chain protease inhibition; Multiplex microsphere protease cleavage assay, flow cytometry; inhibition, % at 10 µM; 360,000 compounds, 0.22% hits; AID 588497; in the data active means inhibition above about 35%, passing the limit was not always enough; inconclusive means no clear call, values can overlap the other calls; further: plate controls were buffer without enzyme for full effect and enzyme alone for no effect
FadD28 binding – M. tuberculosis FadD28 bisubstrate binding inhibition; FadD28 bisubstrate probe binding, fluorescence polarization; inhibition, % at 12.5 µM; 360,000 compounds, 0.22% hits; in the data active means inhibition above about 8.5%, passing the limit was not always enough; inconclusive means no clear call, values can overlap the other calls
An asterisk follows results filed as active; ? = inconclusive; . = no result given; & = joins results of further samples. Unless noted, no stated cut-off is given here; in the data, active means inhibition above about 30%; inconclusive means no clear call, values can overlap the other calls; inactive means below that.

SMILES	CCHF vOTU inh	BoNT A protease	PfHsp40 yeast	TcdB GH inh	Yp Topo-I inh	Anthrax LF prot	PrPC TRFRET	BoNT-F LC inh	FadD28 binding
CSc1nnc(Cn2c(=O)sc3ccccc32)n1-c1cccc(Cl)c1	-5.8	0.3	-0.1	.	11.8	0.1	7.4	10.0	-4.1
O=C(CN1CCN(c2ccccc2O)CC1)NC(=O)NC1CCCC1	-2.9	0.8	-0.2	-3.1	4.0	-5.1	-3.5	0.1	-1.7
O=C1NC(=Nc2ccccc2)S/C1=C\c1cccn1-c1ccccc1	0.5	-0.1	-0.3	.	16.3	0.0	7.4	-9.6	-0.3
Cc1ccc(S(=O)(=O)c2c(C)cc(C)nc2Cl)c(C)c1	24.2	?	0.0	.	-4.3	-0.2	-3.6	-2.5	-2.8
COCCCNC(=O)c1sc2ncn(CC(=O)Nc3ccc(C)c(Cl)c3)c(=O)c2c1C	-10.7	0.3	-0.4	1.2	-5.6	-1.0	-1.3	0.6	-2.6
CN(C)S(=O)(=O)c1ccc(Cl)c(C(=O)NC2CCN(Cc3ccccc3)C2)c1 (stereo not given)	-8.5	-3.6	0.3	-1.9	-0.8	-11.9	6.0	-29.3	1.1
CCOC(=O)C1=CN(C(C)C)CCC1=O	-0.2	-0.4	-0.2	0.0	0.3	-1.9	-0.8	-1.7	0.9
CC(O)[C@H]1CNC(=O)C(=O)N1CCc1cccc2ccccc12 (stereo not given in full)	-0.6	0.0	-0.4	-0.6	1.1	-0.9	-0.7	-4.3	-0.3
Cc1nn(CC(=O)NCC(C)c2ccccc2)c(=O)c2cccn12 (stereo not given)	0.4	-3.3	0.9	3.3	-0.5	2.2	-2.4	4.1	0.6
N#Cc1ccc(CSc2nnc(-c3cccc(S(=O)(=O)N4CCCCC4)c3)o2)cc1	6.2	0.9	2.0	.	26.7	4.0	-1.7	?	-4.5
CCOc1ccc(N2C(=O)CC(NCC3CCCO3)C2=O)cc1 (stereo not given)	10.1	-0.8	-0.2	0.3	0.2	2.1	-5.5	2.6	-1.6
O=C(CNC(=O)/C=C/c1ccco1)N=Nc1c(O)[nH]c2ccccc12	-11.7	1.0	1.2	-0.6	-3.6	1.1	-13.3	0.5	0.8
CN(C)c1ccc(CNC(=O)CN(C)S(=O)(=O)c2cccc3cccnc23)cc1	-2.0	-0.7	-0.7	-1.2	21.9	-1.4	-8.8	-6.8	-0.5
O=C(Nc1ccc2nc3n(c(=O)c2c1)CCCCC3)C(=O)N1CCN(c2ccccc2)CC1	-3.7	0.2	1.5	0.8	2.7	0.6	-3.9	7.9	0.7
COc1ccc(Br)cc1S(=O)(=O)n1ccnc1C	12.3	0.9	0.7	.	3.6	1.9	0.0	14.1	0.4
CCc1ccccc1NC(=O)c1ccc([N+](=O)[O-])s1	14.9	-0.9	0.6	0.4	-3.0	-2.1	-56.6	4.6	-0.2
O=C(NNS(=O)(=O)c1ccc(F)cc1)c1ccc([N+](=O)[O-])cc1	.	1.4	-0.1	.	8.4	6.6	.	27.2	-0.5
COc1ccc(C(=O)c2ccc(N(C)C)cc2)c(OC)c1	9.4	-0.5	2.1	0.9	13.6	-1.4	10.6	-12.2	-0.8
O=C(c1cccc(F)c1)N1CCCc2ccccc21	-16.9	-0.4	-1.9	0.1	-2.6	-8.2	0.2	?	-2.2
Cc1c(-c2ccccc2)c(P(=O)(N2CCOCC2)N2CCOCC2)c2ccccn12	-12.1	4.1	0.2	-2.2	11.3	-3.6	9.7	-10.8	-1.7
Cc1cc(Oc2ccc(C(F)(F)F)cc2[N+](=O)[O-])c2c3c(c(=O)oc2c1)CCCC3	-7.4	-0.4	1.1	0.8	1.7	0.2	9.0	3.4	-1.6
COc1ccc(-c2nc(-n3c(C)c(C(C)=O)c(C(C)=O)c3C)sc2C)cc1	-2.1	-0.8	0.4	.	-0.2	-3.1	1.3	-4.5	0.9
C#C[C@]1(O)CCC2C3CCC4=C/C(=N/OCC(=O)NC(C)C(=O)NC(CCSC)C(=O)O)CC[C@]4(C)C3CC[C@@]21C (stereo not given in full)	15.5	-1.2	0.2	-0.9	17.3	-4.1	-4.7	-2.3	-14.5
CCC(C)(C)NC(=O)CN(C(=O)CNS(=O)(=O)c1ccc(F)cc1)c1ccc2c(c1)OCCO2	11.9	-0.7	-0.4	-0.3	28.3	-4.8	-1.2	-2.3	.
O=C(NNC(=O)c1cc([N+](=O)[O-])ccc1Cl)c1cccnc1	8.9	0.0	0.7	1.4	-3.9	8.9	-27.9	2.3	0.8
Nc1c(Cl)c(Cl)nc(C(=O)OCC(=O)NCc2ccccc2)c1Cl	-9.3	2.8	1.5	0.8	6.3	-1.8	-7.1	0.0	-4.9
Cc1cccc(NCc2ccc([N+](=O)[O-])s2)c1	-10.9	-5.7	-1.0	-0.6	-3.4	-5.3	5.0	-33.8	3.3
COc1ccc(CCNC(=O)C(=O)NCc2ccc(Cl)cc2)cc1OC	10.3	1.1	1.0	-1.6	-3.7	2.5	3.0	15.6	-5.1
O=C(Nc1ccon1)c1ccccc1F	-3.1	0.7	0.4	.	5.5	2.8	1.9	-1.2	0.5
CC1CCCC(C)N1C(=O)COc1cccc(Oc2ccccc2)c1 (stereo not given)	-14.3	-0.4	0.8	1.2	40.4	-3.0	10.6	-2.0	-3.5

3 of the compounds above, with bars between the fields:
structure | CCHF vOTU inh | BoNT A protease | PfHsp40 yeast | TcdB GH inh | Yp Topo-I inh | Anthrax LF prot | PrPC TRFRET | BoNT-F LC inh | FadD28 binding
O=C(Nc1ccc2nc3n(c(=O)c2c1)CCCCC3)C(=O)N1CCN(c2ccccc2)CC1 | -3.7 | 0.2 | 1.5 | 0.8 | 2.7 | 0.6 | -3.9 | 7.9 | 0.7
COCCCNC(=O)c1sc2ncn(CC(=O)Nc3ccc(C)c(Cl)c3)c(=O)c2c1C | -10.7 | 0.3 | -0.4 | 1.2 | -5.6 | -1.0 | -1.3 | 0.6 | -2.6
O=C(CN1CCN(c2ccccc2O)CC1)NC(=O)NC1CCCC1 | -2.9 | 0.8 | -0.2 | -3.1 | 4.0 | -5.1 | -3.5 | 0.1 | -1.7

Going on with the list.
SMILES	CCHF vOTU inh	BoNT A protease	PfHsp40 yeast	TcdB GH inh	Yp Topo-I inh	Anthrax LF prot	PrPC TRFRET	BoNT-F LC inh	FadD28 binding
COc1ccc(C(CNC(=O)c2c(C)nn(Cc3ccc(C)cc3)c2Cl)N2CCOCC2)cc1 (stereo not given)	16.9	0.4	-0.3	1.7	10.6	-4.5	-0.2	-7.2	-3.0
COc1cccc(NC(=O)C(C)SCc2ccccc2)c1 (stereo not given)	9.9	-0.4	-0.6	2.8	-3.7	-6.3	11.5	-4.9	-1.3
CCn1c(SCC(=O)NNC(=O)c2ccc(OC)cc2)nnc1C(C)C	-1.4	-2.6	0.4	0.1	-2.5	0.4	-1.9	-5.2	0.9
COc1ccccc1OCC(=O)Nc1ccc(S(=O)(=O)N(C)c2ccccc2)cc1	8.1	-8.6	4.7	-1.1	9.9	-1.7	-1.4	-13.0	-3.3
CCOc1ccc(-c2nc(N)ncc2-c2ccc(Cl)cc2)c(O)c1	6.6	-3.0	.	1.6	3.4	7.0	-2.8	-23.7	-0.7
COc1ccc(OC)c(-c2cc(C(=O)N3CCN(c4ncccn4)CC3)c3ccccc3n2)c1	5.9	0.7	-1.0	.	-1.9	6.6	-2.3	-8.4	1.9
O=C(N/N=C/c1ccc(O)cc1O)C1CC1	-1.4	-0.1	.	-5.3	1.5	-3.0	5.7	-5.0	-3.2
CC(C)Oc1ccc(CN=C(N)N=C(N)N)cc1Cl	-3.1	0.4	1.3	0.9	-3.9	2.6	0.6	12.6	-1.9
COc1ccc(NC(=O)CSc2nccn2Cc2ccco2)cc1OC	2.1	1.2	-1.2	-0.2	-2.6	-0.8	7.0	-9.6	0.4
O=c1c2ccccc2c(-c2ccccc2)nn1-c1ccc(Cl)c(Cl)c1	-9.7	0.1	1.7	.	-4.8	-5.1	-5.5	-9.8	-2.8
CC1(C(=O)NS(=O)(=O)Cc2cccc(Cl)c2)CCN1C(=O)CC1CCCC1 (stereo not given)	-4.4	-0.4	.	0.1	0.4	1.4	10.3	-5.4	-0.1
CCOC(=O)C1=C(C)C(c2ccccc2OC)NC(=O)N1 (stereo not given)	-2.6	1.0	-0.1	.	-0.3	-1.7	-3.7	12.8	-0.9
COC(=O)c1ccc(OCC(=O)NC2CCCCCC2)cc1	0.5	0.0	1.5	1.4	16.1	-0.9	8.6	1.3	-0.6
O=C(O)CSc1nc(-c2ccccc2)nc2c1oc1ccccc12	17.6	-0.5	13.4	.	12.3	2.2	1.6	-0.1	-9.0
CC(=O)O[C@H]1C[C@@H]2CC[C@@H]3[C@H](CC[C@@]4(C)[C@H]3C[C@H]([N+]3(C)CCCCC3)[C@@H]4OC(C)=O)[C@@]2(C)C[C@@H]1[N+]1(C)CCCCC1	5.5	-0.2	0.2	0.4	-11.2	3.9	-2.1	-8.2	-0.6
C[C@H](CO)N1C[C@H](C)[C@@H](CN(C)C(=O)Nc2ccc(C(F)(F)F)cc2)Oc2ccc(NC(=O)Nc3ccc(C(F)(F)F)cc3)cc2C1=O	9.1	-1.0	-0.5	-1.2&0.0	-9.0	-10.9	1.9	-9.1	2.0
COc1cc(CNc2ncn[nH]2)ccc1OCc1ccccc1C	6.3	0.3	0.2	1.2	3.2	-1.3	-3.6	2.5	0.4
O=c1[nH]c2ccccc2c2oc(CCl)nc12	-3.6	-1.7	-0.7	0.7	10.4	-2.8	-0.4	-5.1	-1.2
O=C1Nc2ccccc2/C1=N/c1sc2c(c1C(=O)NCCc1ccccc1)CCCC2	-5.7	-0.2	-1.6	.	-7.8	0.6	-0.9	-6.0	-2.9
CN(CC(=O)Nc1cccc(F)c1)C(=O)CNC(=O)Cc1cccc2ccccc12	2.2	2.0	0.0	2.5	-7.3	-1.0	0.1	-3.4	-4.5
CCCCn1c(N)c(N(CC(C)C)C(=O)c2cc(-c3ccc(OC)c(OC)c3)nc3ccccc23)c(=O)[nH]c1=O	4.6	.	-0.5	0.4	39.6	.	5.6	.	-0.6
COc1cc(OC)c(NC(=O)c2ccco2)cc1Cl	-2.2	-0.2	-1.7	.	-2.2	0.7	-10.8	2.7	-1.8
COc1ccc(NC(=O)c2cc(-c3ccncc3)nc3ccccc23)c(OC)c1	-1.4	0.5	-1.0	1.8	-0.4	-1.9	-4.0	-9.1	-1.2
CCC(CC)C(=O)N(C)c1c(C)nc2c(OCc3cccc(Cl)c3)cccn12	12.2	0.2	.	1.8	31.2	-1.8	20.1	-3.3	-4.0
COCCNC(=O)NC1(C(F)(F)F)Oc2ccc(Cl)cc2O1 (stereo not given)	4.2	-0.2	0.6	.	-4.2	8.6	-9.2	-0.1	-0.1
CCOc1cccc(CN2CCCC(N3CCN(c4cccc(Cl)c4)CC3)C2)c1O (stereo not given)	7.9	-0.6	2.8	-1.5	40.4	1.0	2.2	?	-0.7
Cc1c(C(=O)OCc2ccc(F)cc2)sc2nc3n(c(=O)c12)CCC3	-0.7	-1.6	1.4	0.1	1.9	0.1	-4.0	-5.0	-3.4
Cc1cc2nc(-c3ccc(C#N)cc3)c(Cc3ccsc3)n2c(C)c1Br	4.6	4.9	.	1.0	.	4.2	2.3	-7.5	.
COc1ccc2c(c1)c(-c1csc(N)n1)c(C)n2C	-12.2	?	-0.6	1.6	-20.1	?	3.0	?	-2.0
Cc1ccc(SCc2c(C(=O)N/N=C/c3ccc4c(c3)OCO4)nnn2-c2nonc2N)cc1	-4.9	-0.7	-1.2	-1.1	1.1	-1.7	0.7	-2.5	-2.6
O=C(O)c1ccc(NC(=S)NCc2ccccc2)cc1	-9.4	3.5	0.3	-1.4	2.5	12.3	6.3	-6.6	1.4
O=C(CSc1cccc[n+]1[O-])Nc1cccc(S(=O)(=O)NC2=NCCCCC2)c1	-12.1	1.2	-0.8	0.3	7.2	-7.2	6.8	3.6	-0.4
COCc1c(C(=O)OC)nnn1-c1ccccc1	11.5	?	-1.2	.	-13.0	-1.8	-2.7	1.7	-2.5
